NR2E3 ag-1: inhibitors of NR2E3-RetCOR corepressor binding, primary screen, NR2E3 agonist project, biochemical, TR-FRET, GST-NR2E3, biotin-RetCOR. 320,000 compounds, 0.12% hits. AID 2300, 2010. Photoreceptor-specific nuclear receptor (Homo sapiens), Q9Y5X4. 1536-well. inhibition of corepressor binding, % at 4.78 µM;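 active means percent inhibition above the cutoff of mean plus 3 SD of all tested compounds, set per screening campaign, cut at about 20% in these data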;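 further: 0% = DMSO wells and 100% = biotin wells as full block of FRET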
Target sequence (Q9Y5X4 whole entry, looked up): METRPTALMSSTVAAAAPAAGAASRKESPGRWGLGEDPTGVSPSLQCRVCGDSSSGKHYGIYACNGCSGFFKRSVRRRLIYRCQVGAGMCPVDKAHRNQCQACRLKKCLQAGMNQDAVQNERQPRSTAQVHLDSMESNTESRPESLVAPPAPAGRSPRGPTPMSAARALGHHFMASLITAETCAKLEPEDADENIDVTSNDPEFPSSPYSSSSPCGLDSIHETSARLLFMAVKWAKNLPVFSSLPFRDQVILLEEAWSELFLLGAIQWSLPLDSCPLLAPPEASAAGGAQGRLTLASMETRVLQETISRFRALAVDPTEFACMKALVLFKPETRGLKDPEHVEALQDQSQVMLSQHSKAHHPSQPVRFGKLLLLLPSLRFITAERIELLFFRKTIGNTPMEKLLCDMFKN
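Material – GST-tagged NR2E3 plus biotinylated RetCOR corepressor · Quantity – NR2E3 fusion 1.35 nM · Times – 5 h incubation at 4 °C · Medium – pH 7.5 Tris-based buffer · Technique – TR-FRET, Eu(K)-anti-GST donor, streptavidin-D2 acceptor, ex 340, em 617/671 nm · Benchmarks – high control biotin, low control 0.6% DMSO · Format – 1536-well plates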
CF NFkB block: inhibitors of PAF-induced NF-kB signaling, primary screen, cell-based, GFP fluorescence, uHTS | KKLEB NF-kB-GFP reporter, GFP fluorescence overnight | AID 588850, 2011 | 360,000 compounds, 0.86% hits | inhibition, % at 5 µM;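 active means at least 50% inhibition at 5 µM, scaled per plate between neutral and stimulator controls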;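 further: PAF is a Pseudomonas aeruginosa culture filtrate used as stimulus; plate controls were PAF-stimulated DMSO wells for no effect and unstimulated DMSO wells for full effect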
Shn3 inh set2: reduction of Shn3 3'UTR firefly luciferase signal, primary screen, Schnurri-3 inhibitor project, cell-based, Clone20 osteoblasts, set 2; Clone20 osteoblast Shn3 3'UTR firefly luciferase, 24 h; inhibition, % at 12.5 µM; 360,000 compounds, 0.52% hits; AID 588674, 2011;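 active means mean inhibition of at least 75% with every replicate also reaching 75%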;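 further: 0% = median of neutral control wells and 100% = pilot-screen positive control compound; some compounds past the cut are filed as inactive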
Peg3 prom inh: Peg3 promoter-driven luciferase inhibitors, primary screen, cell-based, HeLa, luciferase luminescence; 360,000 compounds, 1.7% hits; inhibition, % at 20 µM; HeLa PEG-Prom luciferase reporter, overnight;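 active means inhibition of at least 50% at 20 µM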
TROY NFkB inh: inhibitors of TROY-driven NF-kB signaling, primary screen, Q293 LMP1-TROYcd cells, NF-kB luciferase, uHTS. Q293 LMP1-TROYcd NF-kB luciferase reporter, 4 h. inhibition, % at 10 µM. 360,000 compounds, 0.98% hits;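 active means compounds whose plate-normalised and pattern-corrected inhibition of the luciferase reporter signal at the single screening dose is 50% or more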
C8 TRAIL sens: viability loss with TRAIL in NB7+C8 cells, primary screen, TRAIL sensitizer project, cell-based, ATPlite luminescence. inhibition (viability loss, TRAIL sensitization), % at 10 µM. 360,000 compounds, 1% hits. AID 624354, 2012;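 active means compounds causing at least 50% loss of cell viability in the single-dose screen, relative to plate controls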
NR2E3 ag-2: NR2E3 agonists in two-hybrid cells, primary screen, cell-based, luminescence, CHO-S, Gal4-NCOR/VP16-NR2E3 | luciferase | Photoreceptor-specific nuclear receptor (Homo sapiens), Q9Y5X4 | AID 602229, 2012 | 360,000 compounds, 0.35% hits | inhibition of corepressor binding, % at 3.98 µM;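 active means inhibition above the mean of all tested compounds plus 3 SD, cut at about 70% in these data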;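 further: 0% = DMSO with NR2E3 transfected cells and 100% = cells lacking NR2E3 construct; higher means lower luciferase signal from less NR2E3 corepressor binding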
KKLEB cytotox: cytotoxicity in KKLEB CF airway cells, primary screen, cytotoxicity control for CF NF-kB inhibitor project, cell-based, uHTS, fluorescence assay plates; KKLEB CF airway cells viability, ATPlite luminescence, overnight; hits give low values; cells stimulated with P. aeruginosa culture filtrate; activity change (cytotoxicity), % at 5 µM; 360,000 compounds, 0.36% hits;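 active means corrected activity change at or below -50% at 5 µM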
HIF-2a inh: HIF-2a reporter inhibitors, primary screen, luminescence, 786-0 RCC cells | 786-0 RCC cells HIF-2a reporter, luciferase luminescence, overnight | inhibition, % at 18.8 µM | 360,000 compounds, 0.72% hits | AID 624352, 2012;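 active means inhibition of the luminescence signal of 40% or more relative to plate controls, in a single-dose primary screen at 18.75 µM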
TRPM1 prom inh: inhibitors of MITF-dependent TRPM1 promoter reporter, primary screen, cell-based, SK-MEL-5, single point, luciferase | SK-MEL-5 TRPM1 promoter luciferase, 24 h | inhibition, % at 12.5 µM | 330,000 compounds, 0.83% hits;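 active means mean inhibition across replicates of 60% or more, whatever share of single replicates reaches that level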; further: values of inactives mirror those of a sister screen read the other way
TWEAK Fn14 block: inhibitors of TWEAK-Fn14 signaling, primary screen, luciferase reporter cells, uHTS | AID 1159606, 2016 | TWEAK-stimulated Fn14 reporter cells, luciferase luminescence, 8 h | inhibition, % at 10 µM | 360,000 compounds, 2% hits; in the data active means inhibition above about 50%
An asterisk follows results filed as active; . = not tested or not shown. A portion of the library, so the mix of outcomes need not match the whole.

1) Cc1ccc(S(=O)(=O)N2C[C@H]3[C@H]4C(=O)N(Cc5ccccc5)C(=O)[C@H]4CC(=O)[C@H]3[C@@H]2c2ccccc2Cl)cc1
2) CCN(CC1CCCO1)C(=O)c1cc(COc2ccc(OC)cc2Cl)on1 (stereo not drawn)
3) Cc1ccc(C(=O)Nc2ccc3c(c2)OCO3)cc1NC(=O)c1ccco1
4) CC(CNC(=O)Cn1ccc(N)nc1=O)c1ccccc1 (stereo not drawn)
5) COc1ccc(NC(=O)Cn2c(NCC(C)O)nc3ccccc32)cc1Cl (stereo not drawn)
6) C=CCC(C#Cc1ccc(C)cc1)N(CC)CC (stereo not drawn)
7) O=C(Cn1nnc(-c2cccs2)n1)NCc1ccco1
8) CCCCNC(C(=O)Nc1cccc(S(=O)(=O)N2CCOCC2)c1)c1ccccc1 (stereo not drawn)
entry no.,1,2,3,4,5,6,7,8
NR2E3 ag-1,.,-1,-2,2,7,2,-1,0
CF NFkB block,20,2,9,20,1,-5,-12,8
Shn3 inh set2,-10,5,-6,1,1,-6,11,27
Peg3 prom inh,6,-63,-101,4,14,-29,-6,5
TROY NFkB inh,1,-37,-37,7,-2,3,-13,-19
C8 TRAIL sens,3,-9,7,5,-5,-8,-5,-1
NR2E3 ag-2,-21,-16,-64,-6,-24,-3,-8,-6
KKLEB cytotox,-5,11,-5,-1,1,5,10,-1
HIF-2a inh,12,-95,-146,7,7,-2,-9,11
TRPM1 prom inh,.,-7,-16,-4,-4,5,-5,14
TWEAK Fn14 block,-1,-20,-4,4,-3,8,8,-14

9) Cc1ccc2nc(SCn3nnc4ccccc4c3=O)[nH]c2c1
10) CS(=O)(=O)N1Cc2ccccc2CC1C(=O)OCC(=O)NCc1ccccc1 (stereo not drawn)
11) O=C(CCS(=O)(=O)c1ccc(Cl)cc1)NCCC1=CCCCC1
12) Cc1cc(C)cc(C(=O)NC(CC(N)=O)c2ccc(NCCN3CCCC3)c([N+](=O)[O-])c2)c1 (stereo not drawn)
13) O=C(Cn1nc(Cl)nc1Cl)Nc1ccccc1
14) CN1C(=O)/C(=C\c2cccc(OCc3ccccc3)c2)SC1=S
15) O=S(=O)(NCC(c1cccnc1)N1CCN(c2ccc(F)cc2)CC1)c1ccc(F)cc1 (stereo not drawn)
16) CC(=O)Nc1ccccc1OCC(=O)NCCc1ccc(Cl)cc1Cl
entry no.,9,10,11,12,13,14,15,16
NR2E3 ag-1,-5,.,2,-2,-3,.,3,2
CF NFkB block,2,-9,1,22,-7,11,0,-4
Shn3 inh set2,-95,-20,-8,-10,6,-6,-14,28
Peg3 prom inh,-210,8,14,3,-3,-25,19,5
TROY NFkB inh,-36,9,15,-8,-3,3,-8,5
C8 TRAIL sens,3,-19,2,-13,0,-5,-5,-4
NR2E3 ag-2,-122,-22,1,17,-8,-26,-46,-13
KKLEB cytotox,2,-4,2,-12,-2,-2,15,-1
HIF-2a inh,-152,-1,8,2,15,11,-4,13
TRPM1 prom inh,-30,-2,-7,4,-5,-14,.,13
TWEAK Fn14 block,44,-4,-3,1,7,13,6,2

17) O=C(CCc1nnc(-c2ccccc2)o1)c1ccc(Cl)cc1
18) c1ccc(Cn2c(Sc3nnnn3-c3ccccc3)nnc2-c2ccccc2)cc1
19) O=C1/C(=C\c2ccsc2)N2CCC1CC2
20) Cc1ccccc1NC(=O)c1ccc(-n2cncn2)nc1
21) O=C(NCc1nc2ccccc2[nH]1)C1=C[C@@H](c2ccccc2)C[C@@H](OCCCCO)O1
22) O=C(NNC(=O)c1ccc[nH]1)Nc1cccc(C(F)(F)F)c1
23) COc1ccc(CNC(=S)Nc2ccc3nc(N4CCN(C)CC4)cc(C)c3c2)cc1
24) CCOC(=O)N(C)C[C@@H]1OCc2ccccc2-c2c(n(C)c3ccccc23)C(=O)N([C@H](C)CO)C[C@H]1C
entry no.,17,18,19,20,21,22,23,24
NR2E3 ag-1,1,5,-5,1,4,2,-4,.
CF NFkB block,-27,5,-7,-5,-16,15,1,0
Shn3 inh set2,-13,15,1,7,-22,6,-5,-4
Peg3 prom inh,-21,14,8,-6,3,-3,23,-5
TROY NFkB inh,-4,13,6,-12,-9,-18,23,3
C8 TRAIL sens,-10,-14,12,-6,-16,-15,5,-19
NR2E3 ag-2,16,7,-8,9,-15,-82,-20,-19
KKLEB cytotox,9,-14,7,1,10,-2,-23,-3
HIF-2a inh,-57,1,8,19,12,16,-2,-12
TRPM1 prom inh,-2,-2,-5,2,14,11,-10,.
TWEAK Fn14 block,-11,24,2,8,-4,-25,-23,14

25) COc1ccc(/C(N)=N/OC(=O)CCCc2ccccc2)cc1
26) CN(C(=O)COc1ccccc1C(=O)NCCc1ccccc1)c1ccccc1
27) CC(C)(C)OC(=O)N1CCN(C(=O)c2nc[nH]c2C(=O)N2CCN(C(=O)OC(C)(C)C)CC2)CC1
28) COc1ccc(-n2c(=O)c3c4c(sc3n(CC(=O)NCC3CCCO3)c2=O)CN(C(C)=O)CC4)cc1OC (stereo not drawn)
29) Cc1ccc(NC(=O)c2ccc(=O)[nH]n2)cc1S(=O)(=O)Nc1ccc(SC(F)F)cc1
30) O=C1NCCOC(=O)[C@H](Cc2ccc(F)cc2)C/C=C\C[C@@H]1CC(=O)N(CCO)Cc1ccccc1
31) COc1ccc(CNS(=O)(=O)c2cn(C)c(=O)n(C)c2=O)cc1
32) O=C(CCOc1cccc(Br)c1)Nc1ccc(F)c(S(=O)(=O)N2CCOCC2)c1
entry no.,25,26,27,28,29,30,31,32
NR2E3 ag-1,3,1,3,.,.,.,-1,.
CF NFkB block,-2,5,-18,0,-10,-15,-26,10
Shn3 inh set2,-23,-8,-13,-27,15,23,11,41
Peg3 prom inh,-134,-82,2,5,28,5,-15,34
TROY NFkB inh,-79,-33,-4,-6,27,-2,-10,14
C8 TRAIL sens,2,12,-12,-4,8,-9,-4,7
NR2E3 ag-2,-24,-68,-28,-11,-12,6,1,9
KKLEB cytotox,0,4,6,11,-3,19,7,7
HIF-2a inh,-152,-148,8,10,19,8,11,20
TRPM1 prom inh,-3,-48,4,.,-11,9,-2,1
TWEAK Fn14 block,-15,-19,-2,-3,21,-9,11,4

Individual results from the list:
For Shn3 inh set2, CN(C(=O)COc1ccccc1C(=O)NCCc1ccccc1)c1ccccc1 is listed with -8
For NR2E3 ag-1, COc1ccc(/C(N)=N/OC(=O)CCCc2ccccc2)cc1 is listed with 3

The main list resumes, starting four compounds before the break.
29) Cc1ccc(NC(=O)c2ccc(=O)[nH]n2)cc1S(=O)(=O)Nc1ccc(SC(F)F)cc1
30) O=C1NCCOC(=O)[C@H](Cc2ccc(F)cc2)C/C=C\C[C@@H]1CC(=O)N(CCO)Cc1ccccc1
31) COc1ccc(CNS(=O)(=O)c2cn(C)c(=O)n(C)c2=O)cc1
32) O=C(CCOc1cccc(Br)c1)Nc1ccc(F)c(S(=O)(=O)N2CCOCC2)c1
33) Cn1c(COc2ccc3ccccc3c2)nnc1SCC(=O)O
34) CCN(CCC(=O)Nc1cc(OC)cc(OC)c1)Cc1ccccc1
35) COc1ccc(CN2CCNC(=O)C2CC(=O)N(C)CC2CCOCC2)cc1C (stereo not drawn)
36) O=C(O)c1ccccc1C(=O)Nc1cc(-c2ccccc2)[nH]n1
37) CN(C)C(=O)COc1ccc2c3c(c(=O)oc2c1)CCCC3
38) CCn1cc([N+](=O)[O-])c(C(=O)Nc2ccc(Cn3nc(C)cc3C)cc2)n1
39) OC(COc1cccc2ccccc12)CN1CCOCC1 (stereo not drawn)
40) Cc1c(CC(=O)O)c(=O)oc2cc3oc4c(c3cc12)CCCC4
entry no.,29,30,31,32,33,34,35,36,37,38,39,40
NR2E3 ag-1,.,.,-1,.,3,4,.,-2,2,0,.,-2
CF NFkB block,-10,-15,-26,10,-12,-3,22,-17,-12,-2,-24,2
Shn3 inh set2,15,23,11,41,17,5,-1,18,13,2,5,-1
Peg3 prom inh,28,5,-15,34,7,5,2,10,-29,6,-6,-5
TROY NFkB inh,27,-2,-10,14,-14,-14,-15,-2,-20,-3,2,-2
C8 TRAIL sens,8,-9,-4,7,27,5,5,-2,3,-15,-5,2
NR2E3 ag-2,-12,6,1,9,-16,-20,-8,-19,-19,-13,-19,5
KKLEB cytotox,-3,19,7,7,-6,3,-4,6,-22,13,10,-1
HIF-2a inh,19,8,11,20,10,16,3,1,-31,-13,-11,16
TRPM1 prom inh,-11,9,-2,1,6,-13,9,-3,-11,16,2,-1
TWEAK Fn14 block,21,-9,11,4,10,-4,4,-6,2,-5,0,-21

41) Cn1c(SCC(=O)c2ccc(O)cc2O)nnc1-c1ccccc1
42) O=C(NNc1ncnc2sccc12)c1ccc(Cl)cc1
43) CCOc1ccc(S(=O)(=O)N2CCCCC2)cc1NC(=O)CN1C(=O)NC(CC)(c2ccccc2)C1=O (stereo not drawn)
44) CN(C)Cc1cc(C(C)(C)C)cc(C(C)(C)C)c1O
45) O=C1/C(=C\c2cccnc2)SC(=S)N1C1CCS(=O)(=O)C1 (stereo not drawn)
46) CC(C)(C)OC(=O)NNC(=S)NC1CCCCC1
47) C=CCn1c(SCc2cccc(F)c2)nc2cc(C(=O)N3CCC(C(N)=O)CC3)ccc2c1=O
48) N#Cc1nc(Cc2cccc3ccccc23)oc1NCCN1CCOCC1
49) Cc1occc1-c1n[nH]c(=S)n1CC(C)C
entry no.,41,42,43,44,45,46,47,48,49
NR2E3 ag-1,3,-2,-2,-1,0,0,1,3,-3
CF NFkB block,0,3,4,6,66*,-8,-6,15,-17
Shn3 inh set2,1,15,10,-1,-11,-3,18,8,-1
Peg3 prom inh,-95,-17,27,8,39,0,20,14,7
TROY NFkB inh,-16,-17,8,10,13,6,-29,1,13
C8 TRAIL sens,11,2,2,7,32,-5,-3,-11,1
NR2E3 ag-2,-39,-2,-10,-5,-13,5,20,29,2
KKLEB cytotox,-3,-6,-10,-5,-6,-2,4,-3,-1
HIF-2a inh,4,-31,14,9,28,-7,-6,24,16
TRPM1 prom inh,-1,4,7,4,53,-2,1,8,12
TWEAK Fn14 block,14,12,20,22,71*,-15,10,9,4

Assay outcomes (PubChem)
